CXXC DNA block – inhibitors of human MLL CXXC domain-DNA interaction | Q03164 | MLL-CXXC / FITC-HOXA9 DNA fluorescence polarization | Potency, µM (highest dose often 115 µM), without a hit: at the top dose activity change, negative = inhibition, usual class: inhibitors | 290,000 compounds, 0.037% hits; active = well fitted inhibition curve with a large enough effect in the polarisation, with a control signal flat, not every such curve was filed as active; inconclusive = small, poorly fitted or top-dose-only effect, or effect the other way, or a change in a side signal; inactive = no such curve, though single readings can be large or run the other way; the % refers to the polarisation; note: potency is the fitted concentration of half-maximal effect
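Steps: dispense CXXC domain solution (7 uM) → pin compounds or unlabeled HOX-A9 DNA control → 5 min ambient → add FLSN-HOX-A9 solution (50 nM) → spin → 30 min ambient → fluorescence polarization. Tris pH 7.5/NaCl/DTT/BSA buffer.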
FBPA coupling cs – inhibits coupling enzyme system, counter-screen for aldolase hits; 290,000 compounds, 0.67% hits; coupling enzyme system counterscreen, AmpLite Red fluorescence; activity change, negative = inhibition, % at 58.2 µM, hits read low; in the data active = activity change below about -30%; note: % is set by controls: 0 for no effect and ±100 for the full control effect
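Activity here indicates interference with the coupling reaction, not aldolase inhibition. Compounds at 57.5 uM final met coupling enzymes for 10 min at RT; substrate and AmpLite Red detection followed, with a 525/598 nm fluorescence read after 20 min.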
AT treatment – potential ataxia-telangiectasia treatments restoring KAP-1 phosphorylation; AID 485349; 320,000 compounds, 0.19% hits; Potency, µM (titrated, usually from 57.5 µM), for inactives: top-dose activation, actives largely listed as activators; […] A-T fibroblasts, KAP-1 phosphorylation AlphaLISA; neocarzinostatin DNA damage 30 min before lysis; note: potency is the fitted concentration of half-maximal effect; % of control where 0% means no effect; nearly all actives have a fitted effect of over 45% in size
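ATM-like activity read as KAP-1 phosphorylation via AlphaLISA donor/acceptor antibody pairs after lysis and 6 hr at 25C. Cells were ATM-null patient fibroblasts ([…], hTERT), dosed 60 min, then exposed to the DSB inducer NCS for 30 min.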
Giardia killer – kills Giardia lamblia; activity change, % at 7.66 µM, hits read low; AID 540267; 340,000 compounds, 0.15% hits; Giardia lamblia trophozoite viability; in the data active = activity change below about -80%; inconclusive = between about -30% and that limit;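 note: parasites exposed to compound for two days anaerobically before the ATP read; % is set by controls: 0 for no effect and ±100 for the full control effect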
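Media and compound were dispensed first, then trophozoites at 100 cells/well; plates sat 48 hrs at 37 deg C without oxygen before ATP luminescence reagent was added and read after 15-30 min at room temperature.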
GALK inh – galactokinase (human) inhibition; P51570; Potency, µM (top dose mostly 57.5 µM), for inactives: at the top dose activity change, negative = inhibition, hits mostly inhibitors; 270,000 compounds, 0.007% hits; Purified GALK, Kinase-Glo residual ATP luminescence; note: potency is the fitted concentration of half-maximal effect; % is set by controls: 0 for no effect and ±100 for the full control effect
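The enzyme phosphorylates galactose (100 uM) using ATP (35 uM); inhibition is detected as higher residual ATP, quantified by bioluminescence after 1 h reaction at room temperature, pH 8.0.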
TCR act – activators of T cell receptors | primary human leukocytes, anti-CD3, IL-2 HTRF, 48 h | Potency, µM (titrated, usually from 9.22 µM), inactives show top-dose activation of IL-2 secretion, hits mostly activators | 330,000 tested, under 10 active; note: % of control where 0% means no effect
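Compounds are tested in HTS on primary human leukocytes co-incubated with a-CD3 beads for 48 hr. IL-2 output is measured by time-resolved FRET.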
TSHR antag – antagonists of human thyroid stimulating hormone receptor | TSHR-expressing cells, TSH-stimulated cAMP HTRF, 2 h; stronger effect = lower value | activity change, negative = inhibition, % at 11.5 µM | 330,000 compounds, 0.2% hits | AID 504810 | P16473;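 active = activity change below a set negative limit, meaning inhibition stronger than a set level, cut at about -70% in these data; inconclusive = activity change between two set negative limits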; note: % is set by controls: 0 for no effect and ±100 for the full control effect
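Read-out is FRET at 665 nm (cryptate excitation 337 nm) from a cryptate-tagged anti-cAMP antibody, competed by cell cAMP against cAMP-d2. Compounds are tested on freshly harvested TSHR cells challenged with 4nM TSH (EC80) for 2 hours at 37 deg C.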
Tb PFK block – inhibitors of T. brucei phosphofructokinase; O15648; T. brucei PFK, ADP-Glo luminescence; Potency, µM (doses to about 57.5 µM), for inactives: at the top dose activity, negative = inhibition, hits mostly inhibitors; 330,000 compounds, 0.17% hits; AID 485367;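 note: potency is the fitted concentration of half-maximal effect; 0% = uninhibited 1x PFK enzyme wells and -100% = no-enzyme wells; nearly all actives have a fitted effect of over 60% in size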
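Luminescent ADP detection (ADP-Glo, two-step: ATP depletion then ADP-to-ATP conversion for luciferase) reported PFK activity after 45 min room-temperature reaction of 1.25 nM enzyme with 0.5 mM F6P and 0.1 mM ATP at pH 8.0.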
Chronic BCR inh – chronic active BCR signaling inhibition | ABC-DLBCL IkBa-CBG/CBR reporter, luminescence ratio, 4 h | Potency, µM (highest dose often 46.1 µM), without a hit: at the top dose ratio change, negative = lower green/red ratio, most hits filed as inhibitors | 340,000 compounds, 0.05% hits; active = well fitted inhibition curve with a large enough effect in the signal ratio, with a control signal flat, not every such curve was filed as active; inconclusive = small, poorly fitted or top-dose-only effect, or effect the other way, or a change in a side signal; the % refers to the signal ratio;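 note: potency is the fitted concentration of half-maximal effect; plate controls were basal doxycycline-induced cells for no effect and cells given 10 µM MG132 for full effect; MG132 reads +100%, hits lower the ratio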
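Cell line TMD8 (human ABC DLBCL), stably expressing tet-inducible CBG68-IkBa fusion and CBR; IMDM/0.5% FBS; cpd up to 46 uM; dox induction, 4 h, 37C/5% CO2; dual luminescence; green/red ratio; MG132 control.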
KCNH2 WT inh – KCNH2 (human, wildtype) channel inhibition | activity change, % at 1.84 µM | Q12809 | U2OS, BacMam KCNH2, thallium flux FluxOr; stronger effect = lower value | 340,000 compounds, 0.37% hits;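 active = maximum activity change below -70%; inconclusive = maximum activity change between -70% and -50%; inactive = maximum activity change above -50%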; note: % is set by controls: 0 for no effect and ±100 for the full control effect
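U2OS cells transduced with wild-type KCNH2 virus are loaded with FluxOr dye for 45 min, and thallium flux is measured in kinetic reads before and after stimulation buffer. Rate constants are normalized to DMSO controls.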
An asterisk follows results filed as active; [ ] = another dose, or the depositor's remark. Unless noted, calls come from the whole dose curve; as a rule, active = well fitted curve in the direction sought with a large enough effect; inconclusive = small, poorly fitted or top-dose-only effect, or another doubt; inactive = no such curve, though single readings can be large; an effect the other way counts as inactive or inconclusive.

`CCc1cccc(C)c1N1C(=O)CN(Cc2ccccc2)C1=S` gave CXXC DNA block 9%, FBPA coupling cs 0, AT treatment 0%, Giardia killer -3, GALK inh -4%, TCR act -8%, TSHR antag -11, Tb PFK block 1%, Chronic BCR inh inconclusive and KCNH2 WT inh 4.
`COCCCN1C(=O)C(=O)/C(=C(/O)c2ccc(OC(C)C)cc2)C1c1ccncc1` (stereo not drawn) gave CXXC DNA block 12%, FBPA coupling cs 7, AT treatment 7%, Giardia killer -10, GALK inh 2%, TCR act 0%, TSHR antag 4, Tb PFK block 0%, Chronic BCR inh 3% and KCNH2 WT inh 4.
For COc1ccc(CC(NC(C)=O)C(=O)NC2CCN(S(=O)(=O)c3ccccc3)CC2)c(OC)c1 (stereo not drawn) the results were CXXC DNA block 10%, FBPA coupling cs -2, AT treatment -5%, Giardia killer 5, GALK inh -2%, TCR act -4%, TSHR antag 12, Tb PFK block 0%, Chronic BCR inh 0% and KCNH2 WT inh 4.
O=C(NN1C(=O)C2C3C=CC(O3)C2C1=O)c1ccncc1 (stereo not drawn) was read as CXXC DNA block 1%, FBPA coupling cs 3, AT treatment 5%, Giardia killer -5, TCR act -4%, TSHR antag 3, Tb PFK block 29%, Chronic BCR inh 5% and KCNH2 WT inh 0.
Screening COc1ccc(S(=O)(=O)Nc2ccc(S(=O)(=O)N3CCCC3)cc2)cc1 returned CXXC DNA block 1%, FBPA coupling cs 6, Giardia killer -7, GALK inh 1%, TCR act 0%, TSHR antag -1, Tb PFK block 1%, Chronic BCR inh 12% and KCNH2 WT inh 0.
`Cc1ccc(C(=O)Nc2ccc3ncccc3c2)cc1` gave CXXC DNA block 15%, FBPA coupling cs -3, AT treatment -6%, Giardia killer -85*, TCR act 0%, TSHR antag 1, Tb PFK block -1%, Chronic BCR inh inconclusive and KCNH2 WT inh -3.
Screening CN(CC(=O)Nc1ccc(Cl)c(C(F)(F)F)c1)C(=O)CCN1C(=O)C2CCCCC2C1=O (stereo not drawn) returned AT treatment 0%, Giardia killer 8, TCR act 5%, TSHR antag -5, Tb PFK block -1%, Chronic BCR inh inconclusive and KCNH2 WT inh 4.
`CCOC(=O)Cc1csc(NC(=O)COC(=O)/C=C/c2ccc(OC)cc2)n1` gave AT treatment 0%, Giardia killer 17, TCR act 4%, Tb PFK block 4%, Chronic BCR inh 1% and KCNH2 WT inh 1.
COC(=O)c1cccc(NC(=S)Nc2ccccc2Cl)c1 was read as CXXC DNA block -1%, FBPA coupling cs 1, AT treatment 0%, Giardia killer -10, GALK inh 3%, TCR act 7%, TSHR antag 9, Tb PFK block -17%, Chronic BCR inh -14% and KCNH2 WT inh 3.
For C/C(=N\NC(=O)c1cccc(Cl)c1)C1C(=O)c2ccccc2C1=O the results were CXXC DNA block 6%, FBPA coupling cs 4, AT treatment -12%, Giardia killer -2, GALK inh -11%, TCR act -2%[46.1 µM], TSHR antag -50, Tb PFK block 1%, Chronic BCR inh inconclusive and KCNH2 WT inh 5.
Screening CCC(C)NC(=O)CSc1nnc(-c2cc(-c3cccs3)nc3ccccc23)o1 (stereo not drawn) returned CXXC DNA block 14%, FBPA coupling cs 1, Giardia killer 5, GALK inh 3%, TCR act 3%, TSHR antag 4, Tb PFK block 2%, Chronic BCR inh 5% and KCNH2 WT inh -31.
Screening O=C(CSC1CS(=O)(=O)c2cc([N+](=O)[O-])ccc21)NNC(=O)c1ccc(Cl)cc1 (stereo not drawn) returned CXXC DNA block 3%, FBPA coupling cs 5, AT treatment -2%, Giardia killer 11, GALK inh 1%, TCR act 0%, TSHR antag 10, Tb PFK block -5%, Chronic BCR inh inconclusive and KCNH2 WT inh 3.
Screening O=S(=O)(c1ccc(SCCOc2ccc(F)cc2)nc1)N1CCCC1 returned AT treatment 25%, Giardia killer inconclusive, TCR act 12%, TSHR antag -36, Tb PFK block -8%, Chronic BCR inh -2% and KCNH2 WT inh 9.
COc1ccc(-c2nsc(SCC(=O)NCC3CCCO3)n2)cc1 (stereo not drawn) was read as CXXC DNA block 0%, FBPA coupling cs 4, AT treatment -6%, Giardia killer -7, GALK inh -3%, TCR act 2%, TSHR antag -5, Tb PFK block -1%, Chronic BCR inh inconclusive and KCNH2 WT inh -4.
Screening C=CCn1c(SCC(=O)Nc2ccc(Cl)cn2)nnc1C1CC1 returned CXXC DNA block 0%, AT treatment 2%, Giardia killer -22, GALK inh -5%, TCR act 0%, TSHR antag 5, Tb PFK block 2%, Chronic BCR inh inconclusive and KCNH2 WT inh -6.
Cc1ccc(C(=O)NC(=S)NCC2CCCO2)cc1Br (stereo not drawn) was read as CXXC DNA block -6%, FBPA coupling cs 4, AT treatment 2%, Giardia killer 13, TCR act 1%[46.1 µM], TSHR antag -6, Tb PFK block -5%, Chronic BCR inh 1% and KCNH2 WT inh 11.
CCOc1ncccc1C(=O)N1CCN(S(=O)(=O)c2cccs2)CC1 was read as AT treatment -2%, Giardia killer 12, TSHR antag 19, Tb PFK block -2%, Chronic BCR inh 0% and KCNH2 WT inh 0.
O=C(CSc1nc2ccccc2c(=O)n1CCCN1CCOCC1)Nc1cccc(S(=O)(=O)N2CCCCCC2)c1 was read as CXXC DNA block 0%, FBPA coupling cs 4, AT treatment -7%, Giardia killer -5, GALK inh 0%, TCR act -1%[46.1 µM], TSHR antag -8, Tb PFK block -3%, Chronic BCR inh inconclusive and KCNH2 WT inh inconclusive.
Screening CSc1nnc(C)c(=O)n1COC(=O)COc1ccc(Cl)cc1 returned CXXC DNA block 8%, FBPA coupling cs 1, AT treatment 2%, Giardia killer -5, GALK inh -2%, TCR act 8%, TSHR antag -6, Tb PFK block -12%, Chronic BCR inh 4% and KCNH2 WT inh -4.
`CCn1cc(CNC(=O)CCc2ccc(OC)cc2)cn1` gave CXXC DNA block -9%, FBPA coupling cs 4, AT treatment 1%, Giardia killer 2, GALK inh 3%, TCR act 2%, TSHR antag 7, Tb PFK block -3%, Chronic BCR inh -1% and KCNH2 WT inh -5.
`COc1cc2ccccc2cc1C(=O)Nc1ccc(N2CCOCC2)cc1` gave CXXC DNA block -2%, FBPA coupling cs 1, AT treatment -5%, Giardia killer 34[activator], GALK inh 2%, TCR act 1%, TSHR antag 9, Tb PFK block 0%, Chronic BCR inh 0% and KCNH2 WT inh 1.
Screening CCCc1[nH]c2ccc(C#N)cc2c1CCC returned CXXC DNA block -5%, FBPA coupling cs -6, AT treatment 33%, Giardia killer -14, TCR act 3%, TSHR antag 6, Tb PFK block -3%, Chronic BCR inh inconclusive and KCNH2 WT inh 0.
`CCC(=O)O[C@]1(C(=O)CCl)[C@@H](C)C[C@H]2[C@@H]3CCC4=CC(=O)C=C[C@]4(C)[C@@]3(F)[C@@H](O)C[C@@]21C` gave CXXC DNA block 2%, FBPA coupling cs -6, AT treatment 0%, Giardia killer -2, GALK inh 4%, TCR act 3%, TSHR antag 5, Tb PFK block -3%, Chronic BCR inh inconclusive and KCNH2 WT inh -22.
Screening COc1ccc(OC)c(NC(=O)C2CCCN2C(=O)OCc2ccccc2)c1 (stereo not drawn) returned CXXC DNA block -4%, FBPA coupling cs -3, AT treatment -2%, Giardia killer 3, GALK inh 0%, TCR act -4%, TSHR antag 7, Tb PFK block 1%, Chronic BCR inh inconclusive and KCNH2 WT inh -7.
Screening C/C(=N\NC(=O)c1n[nH]c2c1CCC2)c1cccs1 returned CXXC DNA block -5%, FBPA coupling cs 4, AT treatment -5%, Giardia killer 14, GALK inh 0%, TCR act -3%, TSHR antag -1, Tb PFK block -20%, Chronic BCR inh inconclusive and KCNH2 WT inh 1.
For Cc1cc(C)cc(C(=O)OCC(=O)Nc2cccc(S(=O)(=O)NC3=NCCCCC3)c2)c1 the results were CXXC DNA block 11%, FBPA coupling cs 2, AT treatment 2%, Giardia killer -18, GALK inh 3%, TCR act -3%[46.1 µM], TSHR antag -17, Tb PFK block 1%, Chronic BCR inh inconclusive and KCNH2 WT inh 2.
CCn1nc(C)c(/C=N/NC(=O)c2c[nH]c3ccccc23)c1C was read as CXXC DNA block -8%, FBPA coupling cs 6, AT treatment 2%, Giardia killer 5, GALK inh 2%, TCR act 0%[46.1 µM], TSHR antag 5, Tb PFK block 0%, Chronic BCR inh inconclusive and KCNH2 WT inh 0.

Source: PubChem BioAssay (National Center for Advancing Translational Sciences (NCATS))
